# Assay outcomes: PubChem BioAssay, several laboratories
# HIV peptide binding – inhibitors of HIV fusion peptide binding, primary screen, biochemical, uHTS, fluorescence dequenching (AID 1986); cell-free peptide binding, fluorescence dequenching, 30 min; higher % means a stronger effect; inhibition, % at 20 µM, or IC50 in µM where a hit was titrated; 0.3% of 290,000 active; in the data active means inhibition mostly above about 52%, no sharp cut-off; inactive means mostly below about 76%; further: some results filed as inactive read as strong as hits
# NTR1 ag – NTR1-driven beta-arrestin-GFP spot formation – imaging, U2OS cells, high content, primary screen (AID 493036). P30989. 0.17% of 330,000 active. activation, % at 20 µM. agonist mode;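 active means activation at or above 40% of the spot to cytoplasm intensity ratio, with at least 20 cells analyzed; inconclusive means wells under 20 cells, flagged as cytotoxic or low count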;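 further: 0% = DMSO without peptide and 100% = 100 nM NTR1 peptide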
# Target sequence (P30989 whole entry, looked up): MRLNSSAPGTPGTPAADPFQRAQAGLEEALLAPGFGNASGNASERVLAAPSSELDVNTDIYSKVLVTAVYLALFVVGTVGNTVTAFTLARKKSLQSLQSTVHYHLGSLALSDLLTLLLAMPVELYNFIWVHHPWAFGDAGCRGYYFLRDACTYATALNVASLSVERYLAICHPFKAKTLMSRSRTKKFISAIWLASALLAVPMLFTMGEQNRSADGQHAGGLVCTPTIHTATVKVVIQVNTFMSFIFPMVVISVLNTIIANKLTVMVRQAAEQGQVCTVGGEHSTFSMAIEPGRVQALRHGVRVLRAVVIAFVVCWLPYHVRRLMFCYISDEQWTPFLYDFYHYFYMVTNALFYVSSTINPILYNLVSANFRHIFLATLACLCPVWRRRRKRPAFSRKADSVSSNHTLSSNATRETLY
# SIAH1 antagonists – Siah-1 peptide-binding antagonists, primary screen, biochemical, fluorescence polarization, rhodamine-plectin, uHTS (AID 1817) | Siah-1 / rhodamine-plectin peptide fluorescence polarization; higher % means a stronger effect | displacement, % at 20 µM, or IC50 in µM where a hit was titrated | 0.02% of 290,000 active;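 active means displacement of at least 50% at 20 µM, with a fluorescence ratio check between 0.3 and a set limit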;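 further: plate controls were Siah plus tracer with DMSO for no effect and tracer alone without Siah for full effect; strong numbers were not always called active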
# Rac1 GTP hydrolysis – MgcRacGAP GTPase-activating activity inhibitors, confirmation, biochemical, ADP Hunter fluorescence. MgcRacGAP-stimulated Rac1 GTP hydrolysis, ADP Hunter fluorescence; higher % means a stronger effect; GST-tagged Rac1 F28L mutant substrate. 0.6% of 340,000 active. one-dose inhibition, % at 30 µM; IC50 in µM for titrated hits;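 active means first-screen hits whose inhibition reached a set limit at any dose in the follow-up dose series; inconclusive means inhibition above the set first-screen limit but never retested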;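 further: fluorescence reports GDP produced by GAP-driven GTP hydrolysis; strong numbers were not always called active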
# GPR35 antagonists – inhibition of zaprinast-stimulated GPR35 beta-arrestin translocation – imaging, U2OS, beta-arrestin-GFP, zaprinast agonist, primary screen (AID 2058); U2OS GPR35 beta-arrestin-GFP translocation imaging, zaprinast antagonism; higher % means a stronger effect; inhibition, % at 10 µM, or IC50 in µM where a hit was titrated; 0.052% of 290,000 active;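 active means inhibition of at least 50% with at least 30 cells and total cytoplasm GFP at most 10,000,000; inconclusive means under 30 cells or total GFP of 10,000,000 plus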
# LYP phosphatase – inhibitors of LYP phosphatase, biochemical, fluorescence intensity, uHTS (AID 1779) | one-dose inhibition, % at 11.5 µM; IC50 in µM for titrated hits | 0.054% of 290,000 active | recombinant LYP phosphatase, fluorescence intensity; higher % means a stronger effect; in the data active means inhibition above about 50%;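 further: plate controls were vehicle with enzyme for no effect and no enzyme for full effect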
# PhoP inhibition – inhibitors of PhoP regulon expression, primary screen, Salmonella Typhimurium, GFP reporter (AID 1863) | S. Typhimurium PhoP-regulated promoter GFP reporter, 4 h; higher % means a stronger effect | one-dose inhibition, % at 50 µM; IC50 in µM for titrated hits | 0.16% of 300,000 active;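 active means inhibition over 29.93%, a cutoff 3 SD above the screen mean, later confirmed by dose response; inconclusive means inhibition over 29.93% but no dose response follow-up; inactive means inhibition at most 29.93% or unconfirmed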;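 further: 0% = low Mg2+ inducing control and 100% = high Mg2+ repressing control; strong numbers were not always called active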
# Myeloid diff MLP – promotes myeloid progenitor differentiation; ER-HoxA9 myeloid progenitors, lysozyme-GFP differentiation, flow cytometry; calls only at 10 µM; 1% of 360,000 active;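 active means normalized GFP-positive differentiation at or above the plate's own cutoff, the solvent-only control mean plus 3 SD; inconclusive means no clear call, values can overlap the other calls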;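 further: cells exposed to compound for four days before flow analysis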
# GPR55 antagonists – GPR55 antagonists blocking LPI-driven arrestin recruitment, primary screen, imaging, U2OS, beta-arrestin-GFP, LPI agonist (AID 2013) | 0.13% of 290,000 active | U2OS GPR55 beta-arrestin-GFP translocation imaging, LPI antagonism; higher % means a stronger effect | one-dose inhibition, % at 10 µM; IC50 in µM for titrated hits;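 active means spots per cell inhibited over 60%, with over 100 cells counted and total cytoplasm intensity under 500,000; inconclusive means wells with under 100 cells, flagged as likely toxic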;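 further: U2OS cells stably carrying GPR55 and arrestin-GFP stimulated by 5 µM LPI near EC80; imaged beta-arrestin-GFP aggregate spots per cell after agonist stimulation; plate controls were LPI-stimulated DMSO wells for no effect and DMSO wells without LPI for full effect; some results filed as inactive read as strong as hits; confirmed hits need IC50 under 10 µM and bright autofluorescent wells are also inconclusive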
# NTR1 ag cell count 20 µM – recorded beside NTR1 ag, whose call it bears; cell count; measured here: cell count, cytotoxicity flag
# Myeloid diff MLP GFP+ MAC1+ % – second read-out of Myeloid diff MLP, no call of its own (marks repeat the call); GFP+ MAC1+ double positive, %; measured here: differentiation confirmed by MAC1 staining
# The depositor's hits bear a star; i = inactive; u = inconclusive; x = no result given; + = active, no number.
SMILES,HIV peptide binding,NTR1 ag,NTR1 ag cell count 20 µM,SIAH1 antagonists,Rac1 GTP hydrolysis,GPR35 antagonists,LYP phosphatase,PhoP inhibition,Myeloid diff MLP,Myeloid diff MLP GFP+ MAC1+ %,GPR55 antagonists
CCC(=O)Nc1ccc(NC(=O)c2ccccc2Cl)nc1,-3.0%,-0.8,57,1%,9%,10%,-1%,8%,i,0.5,12%
CNC(=O)c1[nH]cnc1C(=O)Nc1ccccn1,-0.3%,-1.4,50,-1%,3%,13%,-5%,-3%,i,0.2,-20%
COc1ccc(S(=O)(=O)Nc2nc3c(s2)CCCC3)cc1,0.5%,1.0,47,0%,-1%,-9%,0%,2%,i,0.5,1%
Cc1cc(C)n(-c2nc3c(c(=O)[nH]c(=O)n3C)n2CC(C)C)n1,-4.3%,0.1,38,-2%,6%,10%,-4%,-8%,i,1.0,-16%
Cc1ccc(CN(C)C(=O)C2CCC(=O)N(CC3CCCCC3)C2)o1 (centres undefined),2.6%,1.1,52,-3%,-3%,4%,-8%,-7%,i,1.0,-13%
O=C(CSc1nnc(Cc2cccs2)n1C1CCCCC1)N1CCCc2ccccc21,-2.7%,3.8,61,-5%,10%,-9%,9%,3%,i,1.8,8%
CCOC(=O)CCc1c(C)c(C#N)c2nc3ccccc3n2c1-n1ccnc1C,-0.1%,0.4,85,-4%,4%,-5%,-3%,-4%,i,0.6,11%
Cc1ccccc1C1NC(c2ccccc2C)C(C)C(=O)C1C (centres undefined),-0.9%,1.6,89,2%,x,1%,-3%,-2%,i,0.3,-1%
O=C(Cn1[nH]c(=O)c2ccccc2c1=O)Nc1ccc2c(c1)CCC2,1.1%,-2.3,80,-1%,7%,-22%,3%,-2%,i,0.8,-2%
COc1ccc2ccccc2c1C1CC(=O)N2CN(Cc3ccco3)CSC2=C1C#N (centres undefined),0.6%,6.1,54,-1%,25%,-9%,8%,0%,i,1.8,-6%
Cc1ccc(NC(=O)c2ccccc2NS(=O)(=O)c2ccc(Cl)s2)cc1,56%,7.8,61,1%,-3%,5%,1%,-11%,i,1.1,4%
O=C(NCC1CC1)c1onc(CSc2ccncc2)c1C(=O)NCC1CC1,-0.3%,27,91,9%,7%,-20%,-7%,-2%,u,x,-5%
CCCN(CC1CC1)C(=S)NC(=O)c1ccc(S(=O)(=O)N2CCOCC2)cc1,-1.7%,0.0,35,3%,8%,-5%,-3%,5%,i,0.4,6%
CN1CCN(C(=O)C2=C[C@@H](C3CC3)C[C@@H](OCc3ccc(CO)cc3)O2)CC1,1.3%,1.2,41,11%,8%,-24%,-3%,-11%,i,1.8,-1%
CC(=O)N1c2ccc([N+](=O)[O-])cc2NC(=O)CC1C (centres undefined),2.7%,0.2,64,-1%,11%,-8%,-4%,1%,i,0.8,11%
O=C(Nn1c(-c2ccncc2)nc2ccccc2c1=O)c1ccc([N+](=O)[O-])cc1Cl,0.3%,2.1,39,2%,4%,-8%,2%,7%,i,0.4,10%
Cc1cccc(NS(=O)(=O)c2ccc(OCC(=O)N3CCCC3)cc2)c1,-0.1%,2.3,46,7%,2%,-8%,-7%,-8%,x,x,19%
COc1cc(N)c(Cc2nccc3cc(OC)c(OC)cc23)cc1OC,6.3%,2.2,44,10%,10%,11%,-5%,13%,i,0.1,-14%
CCOC(=O)C1CCCN(C(=O)c2cn(CC(C)C)c(=O)c3cc(OC)c(OC)cc23)C1 (centres undefined),0.1%,-0.2,96,-1%,1%,-3%,-4%,-6%,i,0.6,-5%
CCOc1ccc(CN2CCN(C(=O)c3cccc(F)c3)CC2)cc1,1.7%,-0.2,58,29%,u,4%,-8%,4%,i,1.9,14%
COC(=O)c1ccc(/C=C/C(=O)O)cc1,0.0%,0.6,63,-2%,15%,2%,-11%,1%,i,0.3,-2%
O=C(Nc1ccccc1)c1cccc(S(=O)(=O)Nc2ccccn2)c1,-0.6%,-1.2,50,-5%,5%,-2%,-2%,-12%,i,0.3,-11%
C=CCN=C1S/C(=C/c2cccc([N+](=O)[O-])c2)C(=O)N1CC=C,-2.2%,4.4,50,3%,4%,-2%,2%,-5%,i,0.6,6%
O=c1cc(-c2ccc(O)cc2)oc2c(C3O[C@H](CO)[C@@H](O)[C@H](O)[C@H]3O)c(O)cc(O)c12 (some centres undefined),x,1.1,55,x,3%,x,x,1%,i,0.7,x
CSc1nc(N(C)C)c2ccccc2n1,-1.4%,3.4,43,-7%,7%,7%,-8%,-4%,i,0.0,8%
Cc1ccc(N=Nc2c(N)[nH]n3c(=O)c4c(nc23)CCCC4)cc1,1.4%,x,x,-4%,x,9%,1%,0%,x,x,14%
S=C(NCCc1ccccc1)N/N=C/C1CCCCC1,0.5%,6.4,60,3%,x,-13%,-1%,-4%,x,x,3%
O=C(CSc1nnnn1-c1ccccc1)Nc1nc(-c2ccccc2)ns1,-3.5%,3.9,45,3%,0%,-5%,-2%,3%,i,1.3,3%
O=c1[nH]c2ccc(NS(=O)(=O)c3ccc(F)c(Cl)c3)cc2[nH]1,17%,-0.4,51,0%,-13%,22%,-11%,10%,i,0.7,4%
Nc1cc(C(=O)c2cccs2)ccc1Cl,-2.4%,0.1,42,4%,-2%,-13%,-7%,x,i,0.9,2%
Cc1ccc(-c2nc3ccccn3c2NC(=O)c2ccco2)cc1,-1.3%,0.1,48,12%,2%,12%,-2%,5%,i,2.0,5%
Cn1c(CN2CCOCC2)nnc1SCC(=O)Nc1ccc([N+](=O)[O-])cc1O,-2.5%,-1.1,38,1%,6%,2%,2%,-8%,i,4.5,-23%
Cc1nc(-c2ccccc2)sc1C1(C)CC(c2ccc(OC(F)(F)F)cc2)=NO1 (centres undefined),2.5%,-4.4,85,0%,-1%,11%,-2%,-6%,i,1.2,5%
Nc1nonc1-n1nnc(C(=O)N/N=C/c2ccccn2)c1CNc1ccccc1,-0.5%,-1.1,65,9%,10%,-16%,-8%,-4%,i,3.3,8%
COc1ccc(N2CC(C(=O)NC3=NCCS3)CC2=O)cc1 (centres undefined),2.4%,-0.8,40,12%,5%,-6%,-9%,4%,i,0.6,7%
CC(=O)Nc1ccccc1C(F)(F)F,-2.0%,0.5,51,5%,1%,-4%,-2%,-9%,i,0.4,-5%
Cc1ccc(NC(=O)c2ccc(NS(=O)(=O)c3cccc4cccnc34)cc2)cc1,1.6%,4.2,62,2%,6%,6%,2%,6%,i,0.4,1%
COc1ccc(C(C)(C)C)cc1NC(=O)COC(=O)c1ccc([N+](=O)[O-])o1,0.4%,1.0,83,0%,4%,10%,0%,-2%,i,0.6,-2%
Cc1cc(Nc2ccc(C)c(F)c2)n2ncnc2n1,82%,1.2,77,-2%,1%,-4%,-7%,-16%,i,1.0,8%
COCCN(C(=O)COc1ccccc1)c1nnc(-c2cccnc2)s1,1.3%,-1.1,60,-1%,6%,-7%,-6%,-14%,i,0.5,3%
CO/C=C\C=C/c1nnn(-c2ccc(Cl)cc2)n1,6.3%,1.2,72,34%,6%,22%,-3%,-14%,i,0.1,5%
Cc1noc(C)c1S(=O)(=O)Nc1ccc(C(=O)NC2CCCCC2)cc1,-1.3%,0.2,63,1%,1%,17%,2%,8%,i,0.4,4%
Cc1ccc(CN2CCN(c3ccccn3)CC2)s1,0.0%,0.3,58,7%,19%,-3%,-6%,19%,i,5.0,17%
CC(C)(C)c1ccc(OCC(=O)NNC(=S)NC(=O)c2ccccc2[N+](=O)[O-])c(Br)c1,29µM*,0.7,47,-3%,14%,-16%,7%,13%,i,0.9,14%
COc1ccc(C(=O)/C=C/c2ccc(OC)c(Cn3nnc4ccccc43)c2)cc1,2.8%,4.0,46,12%,7%,-13%,4%,4%,+,2.9*,8%
O=C(CCCOc1ccc(Cl)cc1Cl)N/N=C/c1ccccc1O,-1.3%,16,44,2%,4%,-6%,-6%,20%,i,2.0,-14%
CCCS(=O)(=O)N1CCCC(C(=O)NCCc2ccccc2)C1 (centres undefined),0.1%,-1.6,97,6%,9%,-4%,-11%,6%,i,0.6,5%
CC1CCCN(C(=O)NC2CC(=O)N(c3ccc4c(c3)OCCO4)C2)C1 (centres undefined),x,-1.0,60,x,10%,x,x,-3%,i,0.7,x
CC(C)(C)C1=Nn2c(nnc2C2CCCCC2)SC1,-0.6%,2.0,82,-5%,12%,6%,-9%,0%,i,4.5,-6%
Cc1nc(=O)c(-c2ccccc2)c(C)n1-c1cccc(C(=O)O)c1,-1.1%,0.7,52,4%,10%,-6%,-4%,10%,i,0.4,-2%
O=C(OCc1nc2ccsc2c(=O)[nH]1)c1ccco1,x,0.0,73,x,-6%,x,x,0%,i,0.9,x
CCOc1ccc(-n2cc(C(=O)N3CCC(C)CC3)c3cc(OC)c(OC)cc3c2=O)cc1,-3.2%,4.4,55,0%,8%,-7%,-4%,-2%,i,1.0,-14%
CNC(=O)Cn1nc(-c2ccc(C)c(S(=O)(=O)N(C)C)c2)c2ccccc2c1=O,1.1%,0.5,76,6%,5%,2%,-4%,-3%,i,0.4,11%
O=C(NNc1ccccc1Br)C(O)(c1cccc(C(F)(F)F)c1)c1cccc(C(F)(F)F)c1,2.8%,19,61,1%,-2%,-3%,4%,7%,i,0.5,-5%
COc1ccc(-n2cnnc2SCC(=O)c2cc(C)n(Cc3cccs3)c2C)cc1,0.4%,-1.3,65,5%,5%,-5%,1%,1%,i,1.5,8%
COc1cc(OC)cc(C(=O)NC(=S)NNC(=O)Cc2cccs2)c1,-0.9%,-0.4,97,-3%,13%,6%,3%,7%,i,0.4,1%
O=C(CCN1C(=O)/C(=C/c2ccc(Cl)cc2)SC1=S)NC1C=CS(=O)(=O)C1 (centres undefined),1.2%,-0.2,53,-1%,2%,6%,-5%,-13%,u,x,-5%
COc1ccc(S(=O)(=O)N2CCN(C(=O)CNC(=O)c3ccc4c(c3)OCO4)CC2)cc1,x,0.3,71,x,9%,x,x,10%,i,0.6,x
